RGS4 pot: potentiators or activators of RGS4; HEK293 M3R/inducible RGS4, carbachol calcium flux Fluo4; hits give low values; B-score at 10 µM; actives 0.92% (n = 310,000); AID 463111;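 active means B-score of the integrated calcium signal more than 4 SD below the library mean, with starting fluorescence not abnormally high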;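 further: negative B-score means reduced calcium response which marks RGS4 activation or potentiation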
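test system = HEK293 cells with stable M3R and inducible RGS4 | schedule = recording 10 s baseline at 1 Hz, 100 s post-agonist | technique = Fluo4-AM (2 µM) calcium-flux fluorescence, kinetic read | measure = Agonist-evoked peak-minus-minimum fluorescence over baseline, integrated ratio, B score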
MrgX1 agonist: activates human MrgX1 receptor signaling | Q96LB2 | MrgX1-HEK293 cells, Fluo-4 calcium fluorescence, agonist mode; hits give high values | B-score at 10 µM | actives 0.44% (n = 310,000) | AID 588627;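 active means calcium response B-score plate-corrected fluorescence ratio at least 3 library SD, with starting fluorescence B-score inside 5 SD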
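Assay system: stable human MrgX1 HEK293 cell line. Quantity: 15,000 cells per well. Schedule: cells plated overnight, dye loaded 0.5 h 37 °C, 0.5 h room temperature. Detection: Fluo-4 NW calcium-flux fluorescence, kinetic read. Read-out basis: peak-minus-minimum fluorescence over baseline, converted to B scores. Control set: positive and negative control wells on each plate.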
TRPC6 activator: activators of mouse TRPC6 channel; B-score at 10 µM; HEK293-TRPC6 membrane potential dye fluorescence; hits give high values; actives 0.13% (n = 310,000); Q61143;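 active means B-score of the integrated fluorescence ratio above library mean plus 3 SD, and starting fluorescence ratio within library mean plus 5 SD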;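 further: higher score means more depolarization so channel activation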
TRPC6 inhibitor: inhibitors of mouse TRPC6 channel | AID 2553 | HEK293-TRPC6, membrane potential dye, ACh-evoked depolarization; hits give low values | actives 1.1% (n = 310,000) | B-score at 10 µM | Q61143;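 active means B-score under library mean minus 3 SD, initial fluorescence not abnormally high, positive integrated signal ratio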;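 further: B-score derived from integrated fluorescence ratio over the kinetic read; more negative B-score means stronger inhibition of depolarization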
RGS4 block: inhibitors of human RGS4; B-score at 10 µM; HEK293 M3R/RGS4 inducible, Fluo-4 calcium flux; hits give high values; triggered by carbachol at its EC20; actives 0.45% (n = 310,000);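 active means B-score, a plate-corrected calcium signal, over three deviations above library mean, with baseline fluorescence within five deviations of library mean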;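 further: RGS4 expression induced by doxycycline in cells with stable M3 receptor; B-score is computed from the integrated fluorescence ratio over baseline after carbachol; higher B-score means a larger calcium signal and so more RGS4 inhibition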
MrgX1 antag: human MrgX1 receptor antagonism, primary screen; Q96LB2; MRGX1-HEK293 calcium flux, Fluo-4, BAM8-22 antagonism; hits give low values; B-score at 10 µM; actives 1.3% (n = 310,000); AID 588676;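 active means calcium-response B-score plate-corrected more than 3 library SD below zero, starting fluorescence within 5 deviations, no agonist response on first addition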;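 further: peak minus trough fluorescence over baseline after final BAM8-22 challenge near maximal dose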
HIF act: HIF pathway transcriptional activation. U2OS HRE-luciferase reporter, luminescence; normalized: DMSO 0%, desferrioxamine 100%. actives 0.32% (n = 300,000). AID 1910. activation, % at 7.5 µM (by protocol);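 active means mean activation of at least 10% of the iron chelator positive control signal, with at least half of replicates also reaching 10%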
MrgX1 PAM: allosterically activates human MrgX1 receptor signaling; Q96LB2; MrgX1-HEK293, Fluo-4 calcium flux, FDSS; hits give high values; B-score at 10 µM; actives 0.63% (n = 310,000);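 active means plate-corrected calcium response at least 3 library SD above typical, normal starting fluorescence, not activating the receptor alone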;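 further: compound read alongside a low EC10 to EC30 dose of BAM8-22 agonist; peak minus trough fluorescence over baseline measured at the second addition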
SKKanGAS inh: blocks kanamycin growth of S. pyogenes SKKanGAS strain | BacTiter-Glo, 6 h | inhibition, % at 7.5 µM | actives 1.3% (n = 300,000) | AID 1662;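 active means mean replicate score, as percent of positive control median, at least 50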;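 further: strain carries kanamycin resistance gene driven by streptokinase promoter and grows in 40 µg/ml kanamycin; loss of luminescence reflects streptokinase promoter inhibition or plain growth inhibition; 0% = median of DMSO wells and 100% = positive control at its reference dose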
TRPC4 inh: inhibitors of mouse TRPC4 channel | actives 0.39% (n = 300,000) | Q9QUQ5 | HEK293 TRPC4beta/mu-opioid, DAMGO-evoked Fluo4 calcium flux; hits give low values | B-score at 10 µM;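 active means B-score over 3 SD under the library average, no early fluorescence shift, positive overall ratio signal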
Target sequence (Q9QUQ5 whole entry, looked up): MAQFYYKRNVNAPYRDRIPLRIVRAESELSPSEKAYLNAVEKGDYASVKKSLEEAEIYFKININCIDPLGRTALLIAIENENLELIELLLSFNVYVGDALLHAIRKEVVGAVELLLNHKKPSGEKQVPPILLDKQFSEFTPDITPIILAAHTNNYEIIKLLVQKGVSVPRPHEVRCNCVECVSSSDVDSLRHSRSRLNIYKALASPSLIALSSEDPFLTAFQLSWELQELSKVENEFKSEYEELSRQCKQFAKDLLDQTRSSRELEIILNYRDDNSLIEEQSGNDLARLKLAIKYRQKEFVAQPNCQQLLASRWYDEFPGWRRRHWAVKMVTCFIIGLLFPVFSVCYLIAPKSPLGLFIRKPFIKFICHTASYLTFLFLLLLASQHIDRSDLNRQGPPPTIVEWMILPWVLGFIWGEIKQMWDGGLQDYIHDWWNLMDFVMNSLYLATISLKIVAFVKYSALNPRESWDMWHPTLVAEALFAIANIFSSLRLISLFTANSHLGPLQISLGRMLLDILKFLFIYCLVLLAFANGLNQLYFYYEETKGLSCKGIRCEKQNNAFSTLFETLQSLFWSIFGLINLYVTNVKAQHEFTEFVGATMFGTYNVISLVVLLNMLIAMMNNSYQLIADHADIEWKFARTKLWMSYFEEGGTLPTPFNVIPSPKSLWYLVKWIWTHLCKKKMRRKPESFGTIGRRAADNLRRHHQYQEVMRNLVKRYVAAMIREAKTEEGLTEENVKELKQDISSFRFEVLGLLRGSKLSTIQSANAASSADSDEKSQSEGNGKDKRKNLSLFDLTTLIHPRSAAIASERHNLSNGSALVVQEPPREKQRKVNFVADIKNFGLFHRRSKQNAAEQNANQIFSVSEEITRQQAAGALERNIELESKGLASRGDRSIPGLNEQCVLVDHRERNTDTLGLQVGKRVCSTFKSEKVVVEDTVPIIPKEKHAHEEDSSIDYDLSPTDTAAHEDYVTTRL
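Signal: kinetic Fluo4 fluorescence imaging of calcium influx. Material: stable TRPC4beta/mu-opioid receptor HEK293 cells. Probe or stimulus: DAMGO in two steps, submaximal then maximal.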
Platelet DG rel: platelet dense granule release activity | human platelet-rich plasma, SFLLRN dense granule ATP release, luminescence | inhibition, %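 (compounds screened at 7.5 µM in platelet-rich plasma)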 | actives 0.22% (n = 300,000);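 active means mean replicate score, as percent of positive control, at or above 50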
* hit, by the source's call; i = inactive; nt = not tested or not shown.

SMILES	RGS4 pot	MrgX1 agonist	TRPC6 activator	TRPC6 inhibitor	RGS4 block	MrgX1 antag	HIF act	MrgX1 PAM	SKKanGAS inh	TRPC4 inh	Platelet DG rel
CC(C)C(=O)Nc1nc2ccc(S(C)(=O)=O)cc2s1	i	i	i	i	i	i	0.6	i	-10	i	-1
CSc1ccc(S(=O)(=O)NCC(=O)OCC(=O)N(Cc2ccccc2)C(C)C)cc1[N+](=O)[O-]	i	i	i	i	i	i	0.0	i	6	i	-2
Fc1cc(NCc2ccccc2)nc(NCc2ccccc2)n1	i	i	i	i	i	i	1.2	i	5	i	-8
Cc1ccc(N(C(=O)c2ccc3c(c2)OCO3)C2C=CS(=O)(=O)C2)cc1 (configuration not stated)	i	i	i	i	i	i	-0.1	i	0	i	0
CC(C)CC1c2[nH]c3ccccc3c2CCN1C(=O)c1cnccn1 (configuration not stated)	i	i	i	i	i	i	5.5	i	-3	i	-3
CC(=O)OCc1nc2sc(C)c(C)c2c(=O)[nH]1	i	i	i	i	i	i	-0.2	i	5	i	-1
CC(=O)c1ccc(NS(=O)(=O)c2ccc(-c3cnc(C4CC4)o3)cc2)cc1	i	i	i	i	i	i	0.3	i	9	i	-4
CCOC(=O)c1c(NC(=O)c2nn(CC)cc2Br)sc(C)c1C	i	i	i	i	i	i	nt	i	-3	i	-1
c1ccc(Nc2nc(NCc3ccco3)c3ccccc3n2)cc1	i	i	i	i	i	i	3.7	i	7	i	7
CCN(C(=O)c1cc2cc(OC)ccc2oc1=O)c1ccccc1	i	i	i	i	i	i	-0.5	i	-1	i	2
O=S(=O)(NCc1csc(-c2cccnc2)n1)c1ccc(F)cc1	i	i	i	i	i	i	-0.2	i	-4	i	-2
CCCCN(C(=O)c1ccc(S(=O)(=O)N(C)C)cc1)c1nc2ccccc2s1	i	i	i	i	i	i	0.3	i	1	i	6
CCC(=O)NC(=S)Nc1c(C)cc(Br)cc1C	i	i	i	i	i	i	0.1	i	2	i	-5
Cc1ccc(NC(CC(=O)c2ccccc2)c2ccc(F)cc2)cc1 (configuration not stated)	i	i	i	i	i	i	0.6	i	15	i	7
O=C(N=Nc1c(O)[nH]c2ccc(Br)cc12)c1cc(-c2cccc3ccccc23)n[nH]1	i	i	i	i	i	i	-0.3	i	32	i	5
Cc1nc(C)c(C(=O)N/N=C/c2ccco2)s1	i	i	i	i	i	i	0.0	i	3	i	5
COc1ccc(NC(NC(=O)c2cccnc2)C(Cl)(Cl)Cl)cc1 (configuration not stated)	i	i	i	i	i	i	0.3	i	2	i	-2
O=C(CN(c1ccc(F)cc1)S(=O)(=O)c1ccc2c(c1)OCCO2)N1CCOCC1	i	i	i	i	i	i	0.2	i	-1	i	0
Cc1cccc(OCC(=O)OC2CCN(C)CC2)c1	i	i	i	i	i	i	-0.3	i	-16	i	-26
CC1(C)Cc2cccc(OCC(=O)Nc3cc(C(F)(F)F)ccc3N3CCOCC3)c2O1	i	i	i	i	i	i	1.1	i	13	i	3
O=C(Nc1nc2c(s1)CCCC2)c1cc(-c2ccc3c(c2)OCO3)nc2ccccc12	i	i	i	i	i	i	0.5	i	4	i	1
O=C(CSc1ccccc1C(=O)O)c1ccc(Cl)cc1	i	i	i	i	i	i	1.0	i	5	i	-5
CCCn1c(N)c(N(CCOC)C(=O)CSCC(=O)Nc2ccc(OC)cc2)c(=O)[nH]c1=O	i	i	i	i	i	i	-11	i	1	i	-1
CC(C)Oc1cccc(C(=O)C2CCCN(C(=O)c3cc(C4CC4)[nH]n3)C2)c1 (configuration not stated)	i	i	i	i	i	i	-0.4	i	4	i	-10
COc1ccc(C(C)=O)cc1COC(=O)c1ccc(S(=O)(=O)N2CCOCC2)cc1	i	i	i	i	i	i	-0.5	i	-3	i	-8

Other records follow:
SMILES	RGS4 pot	MrgX1 agonist	TRPC6 activator	TRPC6 inhibitor	RGS4 block	MrgX1 antag	HIF act	MrgX1 PAM	SKKanGAS inh	TRPC4 inh	Platelet DG rel
COC(=O)c1ccccc1NC(=O)CN(Cc1ccc(Cl)cc1)S(C)(=O)=O	i	i	i	i	i	i	0.2	i	-2	i	-2
Cn1c(SCC(=O)NC2CCCCC2)nnc1-c1ccc(N)cc1	i	i	i	i	i	i	-0.3	i	-8	i	-2
COc1cc(C(=O)Oc2cccc(C=O)c2)cc(OC)c1OC	i	i	i	i	i	i	-0.3	i	1	i	0
Cc1cc(C)c(NC(=O)CSc2nc3ccc(N4C(=O)c5ccccc5C4=O)cc3s2)c(C)c1	i	i	i	i	i	i	1.0	i	4	i	4
Cc1ccc(NC(=O)CSc2ccc(C(N)=O)cc2[N+](=O)[O-])cc1C	i	i	i	i	i	i	0.2	i	-12	i	5
Cc1cccc(OC(C)C(=O)NCc2ccc(S(N)(=O)=O)cc2)c1 (configuration not stated)	i	i	i	i	i	i	-0.3	i	20	i	1
COC(=O)c1sccc1S(=O)(=O)NCc1ccc(S(N)(=O)=O)cc1	i	i	i	i	i	i	0.4	i	15	i	-19
CCCCOc1cccc(C(=O)Nc2ccccc2N2CCCC2)c1	i	i	i	i	i	i	0.8	i	4	i	-2
Cc1ccc(S(=O)(=O)n2ccnc2)cc1C	i	i	i	i	i	i	-0.3	i	-2	i	-26
CC(=O)c1ccc(N(CC(=O)NC2CCCCC2)C(=O)CNC(=O)c2ccco2)cc1	i	i	i	i	i	i	-0.2	i	2	i	3
O=C(C1=C(O)C(=O)N(Cc2ccco2)C1c1cccc([N+](=O)[O-])c1)c1ccco1 (configuration not stated)	i	i	i	i	i	i	0.1	i	13	i	-2
CCC(CC)C(=O)Nc1cc(Cl)ccc1C	i	i	i	i	i	i	0.0	i	-9	i	-1
O=C(O)C1=C[C@@H](c2ccccc2)C[C@@H](OCCCCO)O1	i	i	i	i	i	i	0.8	i	-2	i	-6
N=c1c2c3c(sc2ncn1Nc1ccccc1)CCC3	i	i	i	-5.3*	i	i	0.2	i	-7	i	0
CC(=O)Nc1ccc(S(=O)(=O)NCCC(=O)Nc2ccc(C)cn2)cc1	i	i	i	i	i	i	0.2	i	-10	i	7
COc1ccccc1CNC(=O)CSc1nc(-c2ccccc2)cn1N	i	i	i	i	i	i	0.2	i	-12	i	0
Cc1ccc2nc(SCc3nc4cc(Cl)ccc4c(=O)[nH]3)[nH]c2c1	i	i	i	i	i	i	0.6	i	2	i	-8
CCn1ccc(C(=O)N2CCN(c3ncccn3)CC2)n1	i	i	i	i	i	i	-0.1	i	0	i	0
CCN(CC)c1ccc(NC(=O)CCCCCN2C(=O)c3ccccc3C2=O)cc1	i	i	i	i	i	i	-0.6	i	-4	i	0
COc1ccc(NC(=O)CS(=O)(=O)Cc2ccccc2)c([N+](=O)[O-])c1	i	i	i	i	i	i	0.0	i	-4	i	-2
O=C(NCCc1cccc(Cl)c1)c1ccc(OC2CCN(Cc3ccccn3)CC2)cc1	i	nt	i	i	i	nt	-1.0	nt	3	i	-5
COc1ccccc1C1=NOC(Cn2c(NCC3CCCO3)nc3c2c(=O)n(C)c(=O)n3C)C1 (configuration not stated)	i	i	i	i	i	i	-0.4	i	-6	i	1
CCOC(=O)c1c(C)[nH]c2cc(Br)c(OC)cc12	i	i	i	i	i	i	nt	i	-11	i	nt
Brc1ccc(-c2nnc3n2CCCCC3)cc1	i	i	i	i	i	i	-0.3	i	-11	i	-79
O=C(NCc1ccccc1F)c1cccc(S(=O)(=O)NCc2ccccc2)c1	i	i	i	i	i	i	0.1	i	-18	i	-8

The listing continues.
SMILES	RGS4 pot	MrgX1 agonist	TRPC6 activator	TRPC6 inhibitor	RGS4 block	MrgX1 antag	HIF act	MrgX1 PAM	SKKanGAS inh	TRPC4 inh	Platelet DG rel
CCOc1ccc(S(=O)(=O)NCCC(=O)NCCc2ccc(OCC)c(OCC)c2)cc1	i	i	i	i	i	i	-0.9	i	2	i	-3
COc1ccc(NC(=O)CCC(=O)NCCO)cc1	i	i	i	i	i	i	-0.1	i	-15	i	-4
Cc1ccc(N(C(=O)c2csnn2)C(C(=O)NC2CCCC2)c2ccccn2)cc1 (configuration not stated)	i	i	i	i	i	i	0.5	i	6	i	0
CCCCON1C(=O)c2cccc3cccc(c23)C1=O	i	i	i	i	i	i	-0.3	i	-2	i	9
C/C(=N\NC(=O)c1c(C)nc2ccccn12)c1ccc(C(C)(C)C)cc1	i	i	i	i	i	i	1.4	i	4	i	-6
Cc1ccc(NC(=O)CN2C(=O)CSc3ccc(S(=O)(=O)N4CCCCC4)cc32)cc1	i	i	i	i	i	i	0.2	i	12	i	11
COc1ccc(OC)c(CN2CCC(CO)(CCOc3ccccc3)CC2)c1	i	i	i	i	i	i	0.0	i	-2	i	3
CCn1c(Cc2ccc(OC)cc2)nc2ccccc21	i	i	i	i	i	i	-1.3	i	0	i	5
Cc1nc2ccccc2c(=O)n1NC(=O)C1CC1C (configuration not stated)	i	i	i	i	i	i	-0.1	i	-10	i	24
O=C(NCc1ccc(F)cc1)C1CCCN(c2nc3ccsc3c(=O)s2)C1 (configuration not stated)	i	i	i	i	i	i	0.0	i	-7	i	2
COc1ccc(S(=O)(=O)CCC(=O)N2CCN(c3ccc(F)cc3)CC2)cc1	i	i	i	i	i	i	-0.3	i	-10	i	-4
COc1ccc(NC(=O)NCc2ccncc2)cc1	i	i	i	i	i	i	-33	i	20	i	-2
OCCCNC(=S)Nc1ccc2nccnc2c1	i	i	i	i	i	i	3.3	i	2	i	8
Cc1cc(C)n(-c2ccc(C)c(Cl)c2)n1	i	i	i	i	i	i	0.4	i	-4	i	4
CC(=O)c1ccc(N2CCN(C(=O)c3n[nH]c4ccccc34)CC2)cc1	i	i	i	i	i	i	-0.5	i	-6	i	-5
CCOc1ncccc1C(=O)OCC(=O)Nc1cc(S(=O)(=O)N(CC)CC)ccc1C	i	i	i	i	i	i	-0.7	i	4	i	-4
CC(=O)N(CCCCl)C(C#N)c1ccccc1 (configuration not stated)	i	i	i	i	i	i	0.2	i	-8	i	-1
CCn1c(CNc2ccc(F)cc2)nnc1SCC(=O)Nc1ccc(OC)cc1	i	i	i	i	i	i	-0.5	i	-3	i	nt

Results in SKKanGAS inh and TRPC6 activator, for some of the entries so far:
structure	SKKanGAS inh	TRPC6 activator
OCCCNC(=S)Nc1ccc2nccnc2c1	2	i
Cc1cc(C)n(-c2ccc(C)c(Cl)c2)n1	-4	i

Assay outcomes as filed in PubChem BioAssay.
